Screening results from PubChem BioAssay.
influenza NS1A = H1N1 influenza NS1A inhibitors, functional cell based assay (AID 504329) | NS1A functional cell-based assay, percent inhibition; higher % means a stronger effect | one-dose inhibition, % at 12.5 µM; IC50 in µM for titrated hits | hit rate 0.3% among 340,000; in the data active = a potency from the dose series; inconclusive = inhibition above about 27% without an active follow-up result; note: strong numbers were not always called active
Salmonella PhoP GFP = PhoP regulon inhibitors, Salmonella typhi PhoP promoter GFP reporter, confirmatory (AID 1850) | Salmonella Typhi PhoP-promoter GFP reporter, fluorescence, 4 h; higher % means a stronger effect | inhibition, % at 50 µM, or IC50 in µM where a hit was titrated | hit rate 0.33% among 310,000; in the data active = a potency from the dose series; inconclusive = inhibition mostly from about 25% at the one dose, without a potency; inactive = the rest, 99 in 100 with inhibition below about 19%;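 note: 0% = induced wells with vehicle and 100% = uninduced wells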
tuberculosis growth = growth inhibition of non-replicating M. tuberculosis (AID 488890); Mycobacterium tuberculosis non-replicating, growth inhibition; higher % means a stronger effect; inhibition, % at 25 µM; hits with a dose series show IC50 in µM; hit rate 0.39% among 320,000; in the data active = a potency from the dose series; inconclusive = inhibition mostly from about 82% at the one dose, without a potency; inactive = the rest, 99 in 100 with inhibition below about 76%;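 note: plate controls were DMSO cells for no effect and high antibiotic wells for full effect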
VEEV TC-83 Vero = inhibitors of VEEV TC-83 cytopathic effect, confirmation, Vero cells (AID 588727); Vero cells, VEEV TC-83 cytopathic effect inhibition; higher % means a stronger effect; one-dose inhibition, % at 20 µM; IC50 in µM for titrated hits; hit rate 0.13% among 350,000; in the data active = a potency from the dose series; inconclusive = inhibition mostly from about 14% at the one dose, without a potency; inactive = the rest, 99 in 100 with inhibition below about 12%; note: strong numbers were not always called active
M. tuberculosis HTS = M. tuberculosis growth inhibition, HTS (AID 449762). M. tuberculosis H37Rv growth inhibition, 7H9 media; higher % means a stronger effect. hit rate 0.59% among 330,000. inhibition, % at 25 µM, or IC50 in µM where a hit was titrated; in the data active = a potency from the dose series; inconclusive = inhibition above about 70% without an active follow-up result;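 note: bacterial growth assessed after seven days of incubation; strong numbers were not always called active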
VEEV TC-83 Vero 10K pilot screen = recorded beside VEEV TC-83 Vero, whose call it bears; inhibition, %; measured here: 10K pilot screen inhibition
* hit, by the source's call; i = inactive; ? = inconclusive; . = no result given; & = joins results of further samples.

SMILES | influenza NS1A | Salmonella PhoP GFP | tuberculosis growth | VEEV TC-83 Vero | M. tuberculosis HTS | others
CC1CCCCN1CCNC(=O)c1ccc2c(=O)n(CCc3ccccc3)c(=O)[nH]c2c1 (stereo not given) | 3.3% | 6.8% | 62.5% | 7.4% | -3.3%
CC12CCC(=O)N1C(C(=O)NNC(=O)c1ccccc1)CS2 (stereo not given) | -10.4% | -4.5% | -31.4% | 2.1% | -10.1%
Cc1ccc(-c2nnc3c4ccccc4c(C)nn23)cc1S(=O)(=O)N1CCN(CCO)CC1 | 8.9% | 0.9% | 12.1% | 9.7% | 2.4%
Clc1ccccc1Cn1nnc2ccccc21 | -3.8% | 4.3% | -5.3% | i | -2.8%
C[N+]1(CC(=O)NNc2c3ccccc3nc3ccccc23)CCOCC1 | . | 4.5% | 17.6% | . | -2.5%
Cc1onc(-c2ccccc2)c1C(=O)NCCCc1ccccc1 | -1.5% | . | 23.1% | 1.1% | -9.2%
CNC(=O)c1ccc(NC(=O)/C=C/c2cccc(F)c2)cc1 | 3.6% | -2.1% | -3.2% | 0.1% | -2.6%
CN(C)/C(=N\O)c1c(Cl)cccc1Cl | -1.5% | -11.7% | -9.9% | i | 9.5%
Cc1ccc(OCC(=O)O)c(-n2nc3ccccc3n2)c1 | 1.4% | -6.8% | 7.4% | 1.5% | -2.3%
CCOc1ccc(NC(=S)N2CCC(NC(=O)c3ccco3)CC2)cc1 | 3.5% | -8.7% | 1.5% | i | -3.5%
CC1=C(C(=O)O)N2C(=O)C(NC(=O)CCCC(=O)O)C2SC1 (stereo not given) | 3.7% | 10.9% | -5.2% | 0.1% | -4.4%
C/C(Cc1ccccc1)=N\NC(=O)c1cccnc1 | 1.8% | 17.1% | -3.4% | 0.4% | -7.7%
COc1ccc(OCCOCCN2CCc3ccccc3C2)cc1 | 0.7% | 5.7% | 24.5% | i | -2.6%
Cc1ccc2c(c1)-n1c(nc3ccc(Cl)cc3c1=O)C(CC(C)C)NC2=O (stereo not given) | . | . | 14.0% | . | 9.7%
CCc1ccc(N2C(=O)NC(=O)C(Cc3ccc(OC)cc3OC)C2=O)cc1 (stereo not given) | 3.1% | -10.2% | 9.1% | 2.8% | 0.2%
CC(OC(=O)c1cccc(NS(C)(=O)=O)c1)C(=O)Nc1ccc(N2CCOCC2)cc1 (stereo not given) | 3.5% | -5.7% | -5.2% | 1.3% | -6.7% | VEEV TC-83 Vero 10K pilot screen=5.6
COc1ccc(C(CNC(=O)c2oc3ccccc3c2C)N2CCCC2)cc1 (stereo not given) | 8.3% | . | 30.6% | 2.3% | -6.3%
COc1ccccc1N1CCN(/N=C/c2cccc(OC)c2OC)CC1 | 6.0% | 0.7% | 4.8% | 1.2% | 3.7%
CCc1nc2ccc(C(=O)N3CCN(c4cccc(C(F)(F)F)c4)CC3)cc2nc1CC | 10.7% | -2.3% | 40.5% | 1.4% | ?
Cc1ccccc1-n1ncc(C(C)NC(=O)c2ccco2)c1C (stereo not given) | 4.5% | 0.1% | -3.2% | 0.2% | 2.9%
CCOc1ccc2nc(SCC(=O)NC(=O)NCc3ccco3)[nH]c2c1 | 2.4% | -1.9% | 52.9% | 4.5% | -0.3%
Cc1ccc([N+](=O)[O-])c(OCCCN2CCCCCC2)c1 | 12.4% | -11.6% | 26.9% | i | 5.2%
O=C(NCc1ccccc1)C(c1cccnc1)N(Cc1ccco1)C(=O)c1ccccn1 (stereo not given) | 11.0% | 2.1% | -12.0% | 1.5% | -7.6%
CCC(C)NC(=O)CCn1c(=O)c2cccn2c2ccc(F)cc21 (stereo not given) | -14.8% | 8.4% | -3.7% | i | 10.4%
NCC(c1ccccc1)c1c[nH]c2ccccc12 (stereo not given) | 13.3% | 9.8% | 17.6% | 2.7% | -0.9%
COC(=O)c1ccc(CNC(=O)C2CCC(=O)N(CCc3ccccc3)C2)cc1 (stereo not given) | -2.9% | -1.2% | -2.5% | 0.8% | -0.8%
CN(C)Cc1c(C(=O)N/N=C/CCc2ccccc2)nnn1-c1nonc1N | -1.5% | -10.2% | -8.6% | 0.8% | -3.3%
O=C(COC(=O)Cc1ccccc1)Nc1cccnc1Cl | 11.0% | 3.1% | -11.6% | 1.5% | -9.5%
O=C(c1cnc2ccccn2c1=O)N1CCCc2ccccc21 | 0.8% | 1.4% | -7.0% | i | 0.8% | VEEV TC-83 Vero 10K pilot screen=0.5
CC(=O)Oc1ccc(/C=C(\NC(=O)c2ccco2)C(=O)Nc2ccc(C(C)=O)cc2)cc1 | 7.7% | 7.7% | -1.8% | 0.1% | -9.6%

Quoted at random: 2 compounds from above, in no set order.
SMILES | influenza NS1A | Salmonella PhoP GFP | tuberculosis growth | VEEV TC-83 Vero | M. tuberculosis HTS | others
NCC(c1ccccc1)c1c[nH]c2ccccc12 (stereo not given) | 13.3% | 9.8% | 17.6% | 2.7% | -0.9%
O=C(COC(=O)Cc1ccccc1)Nc1cccnc1Cl | 11.0% | 3.1% | -11.6% | 1.5% | -9.5%

The results go on:
SMILES | influenza NS1A | Salmonella PhoP GFP | tuberculosis growth | VEEV TC-83 Vero | M. tuberculosis HTS | others
O=C1C2CCCC1C(N1CCCC1)CC2 (stereo not given) | 14.0% | -8.3% | 0.7% | i | 4.0%
Cc1cc(=O)n2nc(N3CCCC(C(=O)NCc4ccc(Cl)cc4)C3)sc2n1 (stereo not given) | -65.2% | 5.3% | -6.4% | i | -0.8%
Cc1cc2c(ncn2C(C)C)c(NS(=O)(=O)c2ccc(F)cc2)c1C | -8.7% | -6.9% | 21.6% | i | 2.8%
COC(=O)CCCC(=O)N1CCCC(CCC(=O)NCc2ccc(F)c(F)c2)C1 (stereo not given) | 7.8% | 3.3% | -8.3% | i | 0.5%
CC(=O)N1CCc2[nH]c3ccccc3c2C1 | -18.7% | 2.8% | 9.2% | 0.2% | -2.9%
CCN(CC)c1ccc(NC(=O)c2ccc3c(c2)c(C)c(C)n3C)cc1 | 2.9% | -28.0% | ? | 4.7% | ?
COC(=O)c1cn(C(=O)c2cc(OC)c(OC)c(OC)c2)c2ccccc12 | -10.7% | 5.5% | 14.1% | i | 5.3%
Nc1cccnc1-n1nc(C(F)(F)F)cc1C(F)(F)F | -3.1% | -5.9% | 2.5% | 0.1% | -2.7%
CN(C(=O)COC(=O)Cc1c(Cl)cccc1Cl)C1CCS(=O)(=O)C1 (stereo not given) | -6.8% | . | . | i | -5.7%
CCOC(=O)C1CCN(C(=O)CN(c2ccc(Oc3ccccc3)cc2)S(C)(=O)=O)CC1 | -1.5% | -9.9% | 24.1% | 0.9% | 0.0%
Cc1ccc(S(=O)(=O)N2Cc3cnnn3-c3ccccc3C2C#N)cc1 (stereo not given) | -13.3% | . | . | 0.4% | .
CN(CC(=O)Nc1cccc(F)c1)C(=O)c1ccccc1Cc1ccccc1 | 0.7% | -3.7% | -4.1% | 8.7% | 0.2%
CCOc1ncccc1C(=O)OCc1c(F)cccc1Cl | 11.9% | -10.8% | 37.5% | 0.4% | 1.1%
CC(=O)c1cc(C#N)c(N2CCN(C)CC2)nc1C | -3.6% | 5.9% | -4.6% | i | 1.1%
CCOC(=O)c1oc2ccccc2c1NC(=O)c1ccco1 | 11.2% | 3.0% | 35.4% | 8.9% | 10.3%
CN(C)CCC(c1ccc(Cl)cc1)c1ccccn1 (stereo not given) | -5.5%&1.5% | 13.6%&5.4%&6.5% | 11.4%&-3.1%&2.8% | 1.2% | -1.9%&-3.2%&8.0%
CCCCSc1nc2sc3c(c2c(=O)n1-c1ccccc1)CCN(C)C3 | 7.7% | -16.0% | 79.6% | 1.4% | 69.7%
COc1cccc(OCc2cc(C(=O)N(Cc3ccccc3)CC3CC3)no2)c1 | 4.3% | -12.9% | 20.1% | 0.2% | -8.4%
O=C(c1cc(C(=O)c2ccco2)cc(C(=O)c2ccco2)c1)c1ccco1 | 6.1% | -9.3% | -2.2% | i | 11.0%
CN1C(=O)/C(=C/c2ccccc2Cl)Sc2ccc(C(=O)NCc3cccnc3)cc21 | -1.0% | -0.9% | 40.7% | 5.6% | 23.2µM*
CCOC(=O)c1c(NC(=O)CC2SC(N)=NC2=O)sc2c1CCC(C)C2 (stereo not given) | 0.9% | -1.5% | 11.3% | 0.4% | 6.8%
CCOc1ccc(C2CC(c3ccc(CC)cc3)Nc3nc(N)nn32)cc1 (stereo not given) | -0.1% | -18.3% | 35.1% | 0.6% | 53.9%
O=C(N/N=C/c1cccnc1)c1cccc(NC(=O)c2ccc(Cl)cc2)c1 | 7.9% | -1.9% | 5.2% | 3.5% | 7.3%
NC1=NC2CS(=O)(=O)CC2S1 (stereo not given) | 5.0% | 2.3% | -4.0% | 0.9% | -9.8%
CC(=O)Cn1c(=O)c2c(nc3n2CCCN3Cc2ccccc2)n(C)c1=O | -3.4% | 9.9% | -7.1% | 5.3% | 5.5%
Cn1c(O)c(C=NCc2ccco2)c(=O)n(C)c1=O | -0.4% | 9.9% | 3.9% | i | -1.1%
COc1ccc(S(=O)(=O)N2CCN(C(=O)N(C)C)C2C)cc1 (stereo not given) | -2.6% | 9.6% | -5.3% | 1.0% | -3.5%
CCC(=O)N1CCN(c2ccc(NC(=O)c3ccco3)cc2)CC1 | 5.4% | -0.4% | -11.9% | 1.0% | -1.3%
COc1ccc(CS(=O)(=O)CC(C)(O)c2ccc(Cl)cc2)cc1 (stereo not given) | -16.2% | -1.4% | 1.8% | 0.8% | 8.7%
COC(=O)Nc1ccc(OCc2ccccc2)cc1 | -6.4% | -5.4% | 15.7% | 0.8% | -8.2%
Cc1cc(Cl)c(S(=O)(=O)NCC2CCCO2)cc1OCC(N)=O (stereo not given) | 7.1% | -1.1% | -11.1% | i | -0.1%
CCN1CCN(c2nc(-c3ccccn3)nc3ccccc23)CC1 | 7.6% | 7.7% | 66.2% | i | -1.7%
COc1ccc(C(O)(C(C)C)C(CN2CCOCC2)c2ccccc2)cc1 (stereo not given) | -7.4% | 7.0% | 7.2% | i | 6.2%
COC(=O)n1c(=O)oc2cc(S(=O)(=O)N3CCCCC3)ccc21 | 5.2% | 0.1% | 5.2% | 1.0% | -8.6%
CCCCNc1c(N)n(CC(C)C)c(=O)[nH]c1=O | -8.6% | -8.1% | 12.3% | 1.4% | -7.2%
O=c1c2cc(Cl)ccc2[nH]c(=S)n1Cc1cccs1 | 26.9% | -21.8% | 20.6% | 0.1% | 5.3%
CCc1ccc2oc(C(=O)Nc3nonc3CC)c(C)c2c1 | 7.4% | -7.2% | 7.8% | 0.6% | 10.3%
c1ccc(C2CC(c3ccccc3)C(c3ccccc3)N2)cc1 (stereo not given) | -1.9% | 8.1% | 18.2% | i | 10.1%
Cc1noc(C)c1C(=O)NNc1cc(Cl)ccc1Cl | 0.1% | -7.5% | 57.9% | i | ?
O=C1C(=O)N(Cc2ccncc2)C(c2ccccc2F)/C1=C(\O)c1ccc2c(c1)OCCO2 (stereo not given) | 7.8% | 3.5% | -8.1% | 0.5% | -1.6%
COc1ccc2c(c1)CCc1cc(C(=O)O)sc1-2 | -0.4% | 14.2% | 33.9% | i | -1.4%
Cc1ccc(S(=O)(=O)Oc2ccc(C(c3c(C)[nH][nH]c3=O)c3c(C)[nH][nH]c3=O)cc2)cc1 | 9.8% | 11.5% | 8.7% | i | 1.7%
Cc1ccccc1CN1CCN(S(C)(=O)=O)CC1 | 1.6% | -7.0% | 11.9% | i | 1.5%
CCSc1nnc2c(n1)OC=Nc1ccc(Br)cc1-2 | 2.9% | 0.3% | 1.8% | 0.5% | -8.4%
CSc1ccccc1NC(=O)COc1ccc(S(=O)(=O)N2CCCC2)cc1 | 4.0% | -1.8% | 18.1% | i | 10.6%
COCCn1c(COc2cccc(OC)c2)nnc1SCC(=O)NC1CCCC1 | 6.0% | -0.8% | -16.9% | i | 2.9%

Entries above that contain a CF3 group, in the order listed:
SMILES | influenza NS1A | Salmonella PhoP GFP | tuberculosis growth | VEEV TC-83 Vero | M. tuberculosis HTS | others
CCc1nc2ccc(C(=O)N3CCN(c4cccc(C(F)(F)F)c4)CC3)cc2nc1CC | 10.7% | -2.3% | 40.5% | 1.4% | ?
Nc1cccnc1-n1nc(C(F)(F)F)cc1C(F)(F)F | -3.1% | -5.9% | 2.5% | 0.1% | -2.7%

In the list so far, two contain a cyano group:
SMILES | influenza NS1A | Salmonella PhoP GFP | tuberculosis growth | VEEV TC-83 Vero | M. tuberculosis HTS | others
Cc1ccc(S(=O)(=O)N2Cc3cnnn3-c3ccccc3C2C#N)cc1 (stereo not given) | -13.3% | . | . | 0.4% | .
CC(=O)c1cc(C#N)c(N2CCN(C)CC2)nc1C | -3.6% | 5.9% | -4.6% | i | 1.1%
